# Assay outcomes as filed in PubChem BioAssay.
# GAA850 FXN act – activators of GAA850 frataxin (FXN) promoter; HEK293 lucGAA850 FXN promoter luciferase reporter, 24 h; percent of 10 µM SAHA response; activation, % at 6 µM; 0.56% of 360,000 active; AID 540364;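 active = activation above the average of all compounds screened plus 3 SD, cutoff fixed separately per campaign, cut at about 7.5% in these data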;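 also: 0% = DMSO wells and 100% = 10 µM SAHA wells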
# rCAG binder – binds r(CAG) RNA repeats. 1.3% of 370,000 active. inhibition, % at 3 µM. AID 651821. r(CAG) RNA repeat, TO-PRO-1 dye displacement fluorescence;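 active = inhibition above the plate cutoff, the mean of all test compounds on that plate plus 3 SD, cut at about 35% in these data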;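 also: 0% = DMSO alone and 100% = 100 µM mitoxantrone as full dye displacement; higher means more dye released from RNA so lower well fluorescence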
# GC-B act – GC-B (human) receptor activation | activation, % at 10 µM | P20594 | 0.11% of 370,000 active | HEK293-GC-B cells, CNP EC30, cGMP TR-FRET; 0% at EC30 CNP, 100% saturating CNP;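 active = activation at 10 µM reaching about 35% in either raw or pattern-adjusted values, limit read from the data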
# GC-A act – GC-A (human) enzyme activation; P16066; HEK293 GC-A cells, cGMP TR-FRET, EC30 ANP; 0% at EC30 ANP, 100% saturating ANP; activation, % at 10 µM; 0.14% of 370,000 active; AID 1671463; in the data active = activation above about 40%
# Target sequence (P16066 whole entry, looked up): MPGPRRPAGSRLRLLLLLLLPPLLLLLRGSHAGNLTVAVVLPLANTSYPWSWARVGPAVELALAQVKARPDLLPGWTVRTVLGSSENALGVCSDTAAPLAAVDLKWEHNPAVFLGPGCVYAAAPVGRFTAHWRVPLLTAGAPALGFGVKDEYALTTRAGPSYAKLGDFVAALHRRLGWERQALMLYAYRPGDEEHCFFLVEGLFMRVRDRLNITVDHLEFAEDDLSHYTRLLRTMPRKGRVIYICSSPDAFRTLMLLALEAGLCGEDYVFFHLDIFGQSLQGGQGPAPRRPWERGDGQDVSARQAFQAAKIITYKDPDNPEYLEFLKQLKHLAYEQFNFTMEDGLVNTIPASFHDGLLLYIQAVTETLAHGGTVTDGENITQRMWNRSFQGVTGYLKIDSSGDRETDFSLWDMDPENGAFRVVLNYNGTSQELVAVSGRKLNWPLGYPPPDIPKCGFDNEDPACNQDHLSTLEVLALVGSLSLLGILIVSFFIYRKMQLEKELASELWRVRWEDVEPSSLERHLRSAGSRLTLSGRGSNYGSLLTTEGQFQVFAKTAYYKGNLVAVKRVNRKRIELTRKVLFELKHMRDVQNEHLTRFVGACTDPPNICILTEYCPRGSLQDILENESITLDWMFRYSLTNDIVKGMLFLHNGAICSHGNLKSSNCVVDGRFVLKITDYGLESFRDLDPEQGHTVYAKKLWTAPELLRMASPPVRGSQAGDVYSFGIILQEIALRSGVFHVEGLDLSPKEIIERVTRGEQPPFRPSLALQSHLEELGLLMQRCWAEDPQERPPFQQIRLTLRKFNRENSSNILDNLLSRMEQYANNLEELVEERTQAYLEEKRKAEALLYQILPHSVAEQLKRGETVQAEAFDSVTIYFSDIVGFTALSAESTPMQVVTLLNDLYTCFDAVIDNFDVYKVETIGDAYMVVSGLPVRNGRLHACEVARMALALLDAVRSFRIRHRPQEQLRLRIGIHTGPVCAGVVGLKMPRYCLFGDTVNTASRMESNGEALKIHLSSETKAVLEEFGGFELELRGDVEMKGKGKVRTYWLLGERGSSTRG
# ASAP1 GAP inh – ASAP1 ArfGAP inhibition. AID 624377. inhibition, % at 16.5 µM. 0.19% of 360,000 active. Q9ULH1. ASAP1-stimulated ARF1 GTP hydrolysis, GDP FP detection; in the data active = inhibition above about 25%;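 also: 0% = vehicle with enzyme and substrate and 100% = no enzyme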
# KLK7 zymogen act – proKLK7 (human) activation, primary screen; P49862; purified proKLK7, EDANS-DABCYL substrate fluorescence; 100% is mature enzyme control, 0% vehicle; activation, % at 7 µM; 0.9% of 370,000 active;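 active = activation above the mean of all tested compounds plus 3 SD, computed per campaign excluding outliers beyond control limits, cut at about 13% in these data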
# ARFGAP1 inhibitor – rat ARFGAP1 inhibition | AID 651572 | Q62848 | Arfgap1-stimulated ARF1 GTP hydrolysis, GDP FP detection | 0.26% of 360,000 active | inhibition, % at 16.5 µM;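 active = inhibition above a per-plate limit, mean inhibition of low control wells plus 3 SD, cut at about 25% in these data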;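 also: 0% = DMSO wells with enzyme and 100% = wells lacking Arfgap1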
#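 Repeats: one replicate per compound; assay system: rat Arfgap1 catalytic domain, aa 1-136; times: enzyme reaction 120 min at 25 °C after 20 min preincubation; detection: FP of antibody-bound GDP Alexa 633 tracer, ex 620/em 688 nm; benchmarks: high control wells lacking Arfgap1, low control full reaction with DMSO; reagent: human ARF1(Δ1-17)-GTP substrate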
# HGIII-sPLA2 inh – Blocks human group III sPLA2 activity | 0.56% of 370,000 active | inhibition, % at 12.2 µM | Q9NZ20 | QFRET BODIPY PC-A2 liposome hydrolysis, fluorescence | AID 743126;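 active = inhibition above mean plus 3 SD of compounds lying within the high and low control bounds, cut at about 19% in these data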;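 also: 0% = median of test compound wells and 100% = no enzyme DMSO wells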
# ADAM10 inh – inhibits human ADAM10. recombinant ADAM10, EDANS/DABCYL FRET peptide cleavage, 3 h. inhibition, % at 7 µM. 0.62% of 370,000 active. AID 720582;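 active = inhibition above a per-campaign cutoff equal to the mean of compounds falling between control-based bounds plus 3 SD, cut at about 20% in these data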;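 also: 0% = DMSO wells while the 100% control is not disclosed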
# Tn6 DDE FP – inhibitors of Tn6 peptide binding to human fibrin DD(E) | Fibrin DD(E) TRITC-Tn6 fluorescence polarization displacement | 0.21% of 370,000 active | inhibition, % at 8.3 µM;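 active = inhibition above a per-campaign cutoff: mean of compounds within control limits plus 3 SD, cut at about 15% in these data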;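 also: 0% = median of all compound wells on the plate and 100% = blocking peptide control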
# Numbers without * were called inactive; i = inactive; · = not tested or not shown.
SMILES,GAA850 FXN act,rCAG binder,GC-B act,GC-A act,ASAP1 GAP inh,KLK7 zymogen act,ARFGAP1 inhibitor,HGIII-sPLA2 inh,ADAM10 inh,Tn6 DDE FP
COc1ccc(CN(C)C(=O)c2cccc(S(=O)(=O)N3CCc4ccccc43)c2)c(OC)c1,0.5,4,-9,-12,14,0.0,5,-10,2,13
O=C(NC1CC1)C1CCN(C2CCN(C(=O)Cc3ccc(F)cc3)CC2)CC1,1.8,-9,-1,3,-2,0.1,-4,5,-5,6
Cc1cccc(OCCC(=O)NCC(c2ccco2)N2CCCCC2)c1 (stereo not drawn),-0.4,-8,-1,5,-8,1.1,-14,0,-1,0
CCn1c(SCC(=O)c2ccc(Br)cc2)nnc1C(C)NC(=O)Cc1ccc(OC)cc1 (stereo not drawn),1.2,-1,-4,2,-6,-0.2,7,-14,2,1
Cn1c(=NC(=O)c2ccccc2[N+](=O)[O-])sc2cc(S(C)(=O)=O)ccc21,4.7,0,-8,0,9,0.1,6,6,4,-9
Cc1ccc(-c2cc(C(=O)N/N=C/c3ccc(Cl)cc3)n[nH]2)o1,0.3,7,-2,2,10,0.3,10,-8,13,-12
Cc1ccccc1NC1=C(Cl)C(=O)OC1OC(=O)c1ccco1 (stereo not drawn),1.3,0,1,2,-4,-0.6,3,-16,0,0
CC(=O)c1c(C)[nH]c(C(=O)N2CCCC(C)C2)c1C (stereo not drawn),-1.1,1,2,5,3,0.3,4,-7,-9,11
Cn1cc(C(=O)N/N=C/c2c(O)ccc3ccccc23)ccc1=O,-8.2,7,-6,-7,-5,-5.3,7,10,-57,-10
CCOC(=O)N1CCC(NS(=O)(=O)c2ccc(C)cc2)CC1,0.2,-7,1,2,5,-0.3,-3,5,-5,-1
COc1ccc(CNC(=O)c2ccc[nH]2)cc1,-0.9,-1,-4,4,2,-0.6,11,3,-2,1
Cc1ccc(C2(c3noc(CN(C)CC4CCCCO4)n3)CCCC2)cc1 (stereo not drawn),1.4,-1,-7,-11,1,0.6,2,-3,-2,-3
O=C(CSc1nc2ccccc2o1)N/N=C/c1ccccc1C(=O)O,1.7,4,-2,5,-1,0.3,5,-2,6,-7
CCCCCC1CC(CC(=O)Nc2nncs2)C(=O)O1 (stereo not drawn),-0.3,5,0,0,-4,0.1,8,1,4,-2
COC(=O)/C(=C\C=C\c1ccccc1)NC(=O)c1ccccc1,1.1,4,-3,4,3,-0.2,3,5,9,7

# 3 compounds from above, sorted by number of heavy atoms, lowest first:
SMILES,GAA850 FXN act,rCAG binder,GC-B act,GC-A act,ASAP1 GAP inh,KLK7 zymogen act,ARFGAP1 inhibitor,HGIII-sPLA2 inh,ADAM10 inh,Tn6 DDE FP
CCCCCC1CC(CC(=O)Nc2nncs2)C(=O)O1 (stereo not drawn),-0.3,5,0,0,-4,0.1,8,1,4,-2
CCOC(=O)N1CCC(NS(=O)(=O)c2ccc(C)cc2)CC1,0.2,-7,1,2,5,-0.3,-3,5,-5,-1
O=C(NC1CC1)C1CCN(C2CCN(C(=O)Cc3ccc(F)cc3)CC2)CC1,1.8,-9,-1,3,-2,0.1,-4,5,-5,6

# Not a retest: 12 of the compounds above.
SMILES,GAA850 FXN act,rCAG binder,GC-B act,GC-A act,ASAP1 GAP inh,KLK7 zymogen act,ARFGAP1 inhibitor,HGIII-sPLA2 inh,ADAM10 inh,Tn6 DDE FP
Cc1cccc(OCCC(=O)NCC(c2ccco2)N2CCCCC2)c1 (stereo not drawn),-0.4,-8,-1,5,-8,1.1,-14,0,-1,0
CCn1c(SCC(=O)c2ccc(Br)cc2)nnc1C(C)NC(=O)Cc1ccc(OC)cc1 (stereo not drawn),1.2,-1,-4,2,-6,-0.2,7,-14,2,1
Cn1c(=NC(=O)c2ccccc2[N+](=O)[O-])sc2cc(S(C)(=O)=O)ccc21,4.7,0,-8,0,9,0.1,6,6,4,-9
Cc1ccc(-c2cc(C(=O)N/N=C/c3ccc(Cl)cc3)n[nH]2)o1,0.3,7,-2,2,10,0.3,10,-8,13,-12
Cc1ccccc1NC1=C(Cl)C(=O)OC1OC(=O)c1ccco1 (stereo not drawn),1.3,0,1,2,-4,-0.6,3,-16,0,0
CC(=O)c1c(C)[nH]c(C(=O)N2CCCC(C)C2)c1C (stereo not drawn),-1.1,1,2,5,3,0.3,4,-7,-9,11
Cn1cc(C(=O)N/N=C/c2c(O)ccc3ccccc23)ccc1=O,-8.2,7,-6,-7,-5,-5.3,7,10,-57,-10
CCOC(=O)N1CCC(NS(=O)(=O)c2ccc(C)cc2)CC1,0.2,-7,1,2,5,-0.3,-3,5,-5,-1
COc1ccc(CNC(=O)c2ccc[nH]2)cc1,-0.9,-1,-4,4,2,-0.6,11,3,-2,1
Cc1ccc(C2(c3noc(CN(C)CC4CCCCO4)n3)CCCC2)cc1 (stereo not drawn),1.4,-1,-7,-11,1,0.6,2,-3,-2,-3
O=C(CSc1nc2ccccc2o1)N/N=C/c1ccccc1C(=O)O,1.7,4,-2,5,-1,0.3,5,-2,6,-7
CCCCCC1CC(CC(=O)Nc2nncs2)C(=O)O1 (stereo not drawn),-0.3,5,0,0,-4,0.1,8,1,4,-2

# (list continues)
SMILES,GAA850 FXN act,rCAG binder,GC-B act,GC-A act,ASAP1 GAP inh,KLK7 zymogen act,ARFGAP1 inhibitor,HGIII-sPLA2 inh,ADAM10 inh,Tn6 DDE FP
O=C1NC(=S)S/C1=C\c1ccc(SCc2ccccc2)o1,0.9,82*,5,-3,-8,-1.1,-23,2,10,3
CC1(C)Cc2cccc(OCC(=O)OCC(=O)Nc3ccc(S(N)(=O)=O)cc3)c2O1,-0.5,5,1,-3,4,-0.6,-17,-9,-11,9
Cc1csc(NC(=O)CSc2nncn2C)n1,-0.7,-2,-1,2,3,0.3,-6,8,12,4
CCN(CCn1cccn1)Cc1cn[nH]c1-c1ccc(OC)cc1F,-0.3,-6,-3,1,-4,0.0,3,4,-1,-3
CCc1noc(C)c1C(=O)OC(C)C(=O)NCc1ccc(OC)cc1 (stereo not drawn),-0.8,-2,-1,-2,6,-0.5,11,7,-1,7
Cc1ccc(C(=O)COC(=O)CSc2cccc3cccnc23)c(C)c1,0.9,0,-4,-1,7,15*,13,-22,-107,0
O=C(O)/C=C\C(=O)Nc1ccccc1C(=O)NCc1ccccc1,-0.7,6,0,1,12,-2.4,0,9,-475,-2
CC(=O)Nc1ccc2c(c1)nc1n2CCOC1,2.6,0,4,2,-5,0.3,0,6,84*,2
CC1CCCCN1C(=O)CNCc1ccc(F)cc1 (stereo not drawn),4.1,-3,1,2,0,-0.2,-3,2,-12,6
CN(CC(=O)Nc1cccc(F)c1)C(=O)C1CSC2(C)CCC(=O)N12 (stereo not drawn),2.4,-2,1,0,-6,-0.3,12,0,-8,-3
COC(=O)Cn1nnc(N2CCOCC2)n1,0.3,-1,3,6,-7,0.5,7,-2,-7,2
Nc1cccc2c3c(oc12)CCCC3,0.0,9,0,0,2,1.0,-5,3,-3,8
COc1ccc(C(=O)NC(C)c2ccncc2)cc1S(=O)(=O)N(C)Cc1ccccc1 (stereo not drawn),0.6,4,0,1,-15,1.1,-4,-6,-14,-11
COc1ccc(-c2ccnc3ncnn23)cc1,-1.9,-2,-2,5,-4,33*,-4,-4,i,0
CC(=O)N1C[C@H]2CON(C)[C@H]2C[C@H]1c1ccc(-c2ccccc2)cc1,0.2,0,-3,4,-3,0.8,-10,-4,0,-2

# (listing goes on)
SMILES,GAA850 FXN act,rCAG binder,GC-B act,GC-A act,ASAP1 GAP inh,KLK7 zymogen act,ARFGAP1 inhibitor,HGIII-sPLA2 inh,ADAM10 inh,Tn6 DDE FP
CN(C(N)=NC(=O)/C=C/c1ccccc1)C(C#Cc1ccccc1)Cc1ccccc1 (stereo not drawn),·,3,-9,-7,·,-0.1,·,3,-1,-6
Cc1ccc(C(=O)NCCONC(=O)c2ccc(C)cc2)cc1,1.0,-4,-4,0,-1,0.1,10,-7,-5,1
COc1ccc(-c2ccc(S(=O)(=O)n3nc(OC(=O)c4cccs4)cc3N)cc2)cc1,0.0,11,-1,1,6,0.5,0,-5,5,1
C[C@H](CO)N1C[C@H](C)[C@@H](CN(C)Cc2ccc3c(c2)OCO3)Oc2ccc(NS(C)(=O)=O)cc2C1=O,-0.2,-1,4,-1,-14,-0.7,8,1,-12,2
Cc1onc(-c2c(F)cccc2Cl)c1C(=O)NCc1ccco1,1.3,3,6,-1,17,0.2,10,1,-7,-8
COC(=O)c1ccc(NC(=S)NN2CCCCC2c2cccnc2)cc1 (stereo not drawn),1.7,1,-1,0,-3,0.0,-2,4,-3,-1
Cc1ccc(S(=O)(=O)N2C[C@@]3(O)Cn4c(=O)ccc(=O)n4C[C@@]3(OC(=O)NCc3ccccc3F)C2)cc1,·,2,3,0,13,0.4,8,5,-2,6
CCSC(=O)N=Nc1ccc(O)cc1,0.0,5,-1,1,-7,-1.4,6,5,-29,12
COCCNC(=O)c1ccc(N2CC3CC(C2)c2cccc(=O)n2C3)c(NC(=O)c2ccccc2Br)c1 (stereo not drawn),-0.9,-1,-6,1,-7,-0.2,0,2,-18,5
COc1cc(OC)cc(-n2nnnc2SCC(=O)NCCc2ccc(OC)c(OC)c2)c1,-1.6,-6,-7,-10,4,1.0,0,-5,-2,-5
CC(C)OC(=O)c1cc(=O)[nH]c2ccccc12,0.9,-2,2,0,-8,3.6,-3,-3,-88,3
C/C(=N\O)C(=O)OC1CC(C)CCC1C(C)C (stereo not drawn),-1.5,-2,1,-5,8,-0.1,-4,-17,9,4
